# V1R ag counter – counter-screen for oxytocin receptor agonists: human V1a receptor agonists | P37288 | CHO-V1R cells, Fluo-8 calcium fluorescence, agonist mode; 0% DMSO, 100% 3 nM vasopressin | activation, % at 3 µM | actives 0.25% (n = 320,000) | AID 2797;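 active means activation above the mean activation of all tested compounds plus 3 SD, per screening run, cut at about 20% in these data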;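 further: signal is peak over basal fluorescence ratio across a 100 second FLIPR read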
# Target sequence (P37288 whole entry, looked up): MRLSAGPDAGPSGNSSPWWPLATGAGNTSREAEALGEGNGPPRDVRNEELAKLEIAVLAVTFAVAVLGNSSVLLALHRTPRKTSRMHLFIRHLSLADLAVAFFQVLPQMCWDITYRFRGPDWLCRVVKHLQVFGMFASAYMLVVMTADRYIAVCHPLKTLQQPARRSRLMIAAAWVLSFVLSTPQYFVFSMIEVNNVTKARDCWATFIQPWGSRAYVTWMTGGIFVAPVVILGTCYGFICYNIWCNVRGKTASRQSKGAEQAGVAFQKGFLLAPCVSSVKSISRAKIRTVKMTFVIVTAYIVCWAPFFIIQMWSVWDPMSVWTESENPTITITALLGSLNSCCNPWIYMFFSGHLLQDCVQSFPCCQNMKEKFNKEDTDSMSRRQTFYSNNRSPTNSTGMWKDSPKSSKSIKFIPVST
# CHRM1 antagonist – blocks human M1 muscarinic receptor; P11229; CHO-K1 hM1, Fluo-8 calcium fluorescence, ACh EC80 antagonist; inhibition, % at 3 µM; actives 1.3% (n = 360,000);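 active means percent inhibition above its own plate's cutoff, namely the mean of that plate's compound wells plus 3 SD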;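 further: peak over basal fluorescence ratio during 140 s after agonist addition; 0% = ACh EC80 plus DMSO and 100% = DMSO alone without agonist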
# OXTR potentiate – potentiators of human oxytocin receptor. P30559. CHO-OTR cells, Fluo-8 calcium fluorescence, potentiator mode; 0% = oxytocin EC15, 100% = EC100. activation, % at 3 µM. actives 0.061% (n = 320,000). AID 2445;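 active means activation above that plate's cutoff, the mean activation of tested compounds plus 3 SD, cut at about 6.6% in these data, passing the limit was not always enough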;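 further: 100% uses oxytocin at 75 nM as the full agonist control; some results filed as inactive read as strong as hits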
# Target sequence (P30559 whole entry, looked up): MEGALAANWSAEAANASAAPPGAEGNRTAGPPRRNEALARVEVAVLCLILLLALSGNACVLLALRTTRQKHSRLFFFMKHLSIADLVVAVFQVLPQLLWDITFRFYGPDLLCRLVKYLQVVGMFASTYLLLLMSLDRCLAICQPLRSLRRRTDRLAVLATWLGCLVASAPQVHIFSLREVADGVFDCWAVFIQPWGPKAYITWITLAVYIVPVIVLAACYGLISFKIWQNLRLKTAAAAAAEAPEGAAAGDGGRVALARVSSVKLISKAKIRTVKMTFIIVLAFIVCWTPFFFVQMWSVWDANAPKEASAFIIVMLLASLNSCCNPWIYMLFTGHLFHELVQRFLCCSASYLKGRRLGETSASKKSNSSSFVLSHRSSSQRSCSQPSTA
#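 Replication – single well per compound, singlicate · Assay system – CHO cell line stably expressing human OTR · Timing – 6 min pre-incubation, 100 s read · Measure – normalized max/min fluorescence ratio, % activation · Doses – 3.0 µM, one dose · Detection – Fluo-8 calcium dye fluorescence · Probe or stimulus – oxytocin near EC15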
# CHRM1 agonist – agonists of human M1 muscarinic receptor | AID 588814 | activation, % at 3 µM | actives 0.33% (n = 360,000) | P11229 | CHO-K1 hM1, Fluo-8 calcium fluorescence, agonist mode; 0% DMSO, 100% acetylcholine EC100;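 active means activation above the run's mean compound activation plus 3 SD, cut at about 16% in these data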;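 further: peak over basal fluorescence ratio within a 140 s kinetic read after compound addition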
# TAAR1 antag – human TAAR1 antagonism; Q96RJ0; CHO RD-HGA16 TAAR1, Fluo-8 calcium fluorescence, antagonist; inhibition, % at 3 µM; AID 624466; actives 1.5% (n = 360,000);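 active means inhibition above a per-plate cutoff, the mean inhibition of test compounds on that plate plus 3 SD, cut at about 49% in these data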;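 further: 0% = DMSO plus EC80 beta-PEA response and 100% = DMSO alone without agonist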
#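 Test system: RD-HGA16 CHO cells with stable hTAAR1 and Gα16 / Probe or stimulus: EC80 β-phenethylamine stimulus / Times: seeding 17-24 h prior, 75-min 37 °C, 30-min RT dye loading / Detection: Fluo-8 calcium-sensitive fluorescence / Read-out basis: % inhibition scaled between DMSO and EC80 PEA controls / Repeats: singlicate, one well per test compound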
# CHRM1 PAM – potentiates human M1 receptor response to acetylcholine | P11229 | CHO-K1 hM1, Fluo-8 calcium fluorescence, ACh EC20; 0% = ACh EC20, 100% = maximal ACh | activation, % at 3 µM | actives 0.088% (n = 360,000) | AID 588819; in the data active means activation above about 19%, passing the limit was not always enough
# OXTR agonist – activates the human oxytocin receptor. activation, % at 3 µM. P30559. actives 0.32% (n = 320,000). CHO-OTR cells, Fluo-8 calcium fluorescence; normalized: DMSO 0%, oxytocin 100%;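 active means activation above the mean of all tested compounds plus 3 SD, cutoff set per screening run, cut at about 20% in these data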;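 further: peak over basal fluorescence ratio from a 100 s FLIPR kinetic read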
# TAAR1 agonist – agonists of human TAAR1; Q96RJ0; AID 624467; actives 0.99% (n = 360,000); activation, % at 3 µM; CHO RD-HGA16 TAAR1, Fluo-8 calcium fluorescence; vehicle wells 0%, saturating PEA agonist 100%;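 active means activation above the mean activation of all test compounds in the run plus 3 SD, cut at about 38% in these data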
#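 System: CHO RD-HGA16 cells carrying human TAAR1 plus Gα16; Incubation: 17-24 h seeding, 75 min 37 °C dye, 30 min RT; Measured by: Fluo-8 fluorescence, 5 s baseline then 140 s kinetic read; Control set: DMSO and PEA EC100; Replication: single well for each compound.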
# CHO parental Ca – signal in parental CHO cells, OX1R antagonist counter-screen; parental CHO-K1, ATP-induced calcium, Fluo-8 fluorescence; inhibition, % at 5.6 µM; actives 0.63% (n = 330,000); AID 463079;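 active means inhibition above that plate's mean sample inhibition plus 3 SD, cut at about 26% in these data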;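 further: 0% = ATP-challenged DMSO wells and 100% = DMSO wells without ATP; some compounds past the cut are filed as inactive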
#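 material = parental CHO cells | also added = ATP as calcium-mobilizing challenge | dosing = single point at 5.6 µM | detection = intracellular calcium via Fluo-8 no-wash fluorescent dye | read-out = % inhibition | benchmarks = low control ATP plus DMSO, high control DMSO only | repeats = one well per compound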
# * = called active by the depositor; . = not tested or not shown. Compounds were not picked by outcome. Share with any hit: about 3.7%.
SMILES,V1R ag counter,CHRM1 antagonist,OXTR potentiate,CHRM1 agonist,TAAR1 antag,CHRM1 PAM,OXTR agonist,TAAR1 agonist,CHO parental Ca
Cc1nnc(SCC(=O)c2c(N)n(C)c(=O)n(C)c2=O)n1Cc1ccccc1,1.0,-5,3,-14,-17,0,0.6,0,-3
C[C@H]1CN([C@@H](C)CO)C(=O)CCCn2cc(nn2)CO[C@@H]1CN(C)S(=O)(=O)c1ccc(C#N)cc1,.,-16,.,-4,-12,3,.,2,.
C=CCSc1nc(N)c(C(=O)Nc2ccccc2)cc1C#N,2.3,5,-4,-2,8,-2,-1.7,6,18
Cc1ccc(S(=O)(=O)N(CC(=O)N2CCCC2)C2CCCCC2)cc1,-1.1,7,7,-5,5,3,-0.9,8,-12
O=C(c1ccc(Cl)c(S(=O)(=O)N2CCOCC2)c1)N1CCN(Cc2ccccc2)CC1,1.4,-21,2,-4,12,5,0.9,8,-17
CC(C)CC(=O)c1c[nH]c(C(=O)NCCCn2ccnc2)c1,0.5,6,3,-6,24,4,0.9,2,-1
O=C(NC(=S)Nc1ccc(N2CCOCC2)cc1)c1cncc(Br)c1,2.6,-5,-1,-9,-14,10,0.6,4,-14
FC(F)(F)c1ccc(N=Cc2sc(N3CCOCC3)nc2-c2ccccc2)cc1,0.6,2,-7,-8,12,1,-0.8,1,1
C=CCC(=O)OCCCCCCOc1ccc(C(=O)O)cc1,1.3,-11,-5,-1,4,11,0.0,1,-6
O=C(O)CCCCCN1C(=O)/C(=C\c2cn(-c3ccccc3)nc2-c2cccs2)SC1=S,-0.2,-4,-5,-4,-20,2,0.3,0,-6
Cc1ccc(C(=O)Nc2nnc(S(=O)(=O)Nc3ccccc3C)s2)cc1C,1.8,-5,-10,-2,-22,3,3.5,0,-4
COC(=O)c1cccc(NC(=O)c2cc3sccc3n2C)c1,-0.8,-9,2,-4,25,5,-1.8,6,-28
CCOC(=O)C1C(=O)C(=O)N(C2CCCCC2)C1C(=O)OCC (stereo not given),.,-14,.,2,-14,4,.,4,.
COc1ccc(N2CCN(C(=O)CCCn3c(=O)[nH]c4cc(Cl)ccc4c3=O)CC2)cc1,3.1,5,-2,-2,-14,2,-0.3,3,-7
CC(C)CN(C(=O)CSc1nnc(-c2cccs2)n1C1CC1)C1CCS(=O)(=O)C1 (stereo not given),.,-11,.,-5,-7,3,.,3,.
COc1ccc2cc(C3CC(c4ccco4)=NN3C(=O)CCC(=O)O)c(Cl)nc2c1 (stereo not given),0.1,2,-3,-2,-8,0,-0.1,0,-1
O=C(c1ccco1)N1CCN(C(=O)c2ccc(COc3ccc4c(c3)CCC4)o2)CC1,2.7,-25,-15,4,32,13,3.3,9,-20
Cc1ncc(CN2CCCC(C(=O)Nc3ccc(-c4cccc(F)c4)cc3)C2)s1 (stereo not given),.,2,.,-1,45,0,.,8,.
CCn1cc(S(=O)(=O)N2CCN(Cc3cccc(Cl)c3)CC2)cn1,0.9,-1,-12,-5,2,-1,1.9,8,-2
O=C(Nc1cccc(O)c1)c1ccc(NC(=O)c2cccs2)cc1,0.3,19,-8,-3,52*,-3,0.5,8,-5
Cc1noc(NS(=O)(=O)c2ccc(N3Cc4ccccc4C3=O)cc2)c1C,0.4,6,1,-4,-16,-5,1.6,1,3
Cc1cccc(C)c1-n1c(C)cc(/C=N\NC(=O)CC(=O)NC2CCCCC2)c1C,-0.7,6,-6,-3,-39,3,-1.6,-1,-16
Cc1cccc(S(=O)(=O)Nc2cc(Cl)ccc2N2CCOCC2)c1,0.0,-10,-7,-4,-4,0,-1.1,1,-14
CCCCn1nc(C(=O)Nc2cc(C(F)(F)F)ccc2N2CCOCC2)ccc1=O,-1.2,6,-6,-4,11,-2,-1.9,-2,-38
NS(=O)(=O)c1ccc(NC(=O)CSc2nnc3n2CCCCC3)cc1,1.1,-10,-3,-3,0,6,1.4,2,2

# 6 entries from above, with tabs.
compound	V1R ag counter	CHRM1 antagonist	OXTR potentiate	CHRM1 agonist	TAAR1 antag	CHRM1 PAM	OXTR agonist	TAAR1 agonist	CHO parental Ca
Cc1cccc(S(=O)(=O)Nc2cc(Cl)ccc2N2CCOCC2)c1	0.0	-10	-7	-4	-4	0	-1.1	1	-14
Cc1noc(NS(=O)(=O)c2ccc(N3Cc4ccccc4C3=O)cc2)c1C	0.4	6	1	-4	-16	-5	1.6	1	3
CC(C)CC(=O)c1c[nH]c(C(=O)NCCCn2ccnc2)c1	0.5	6	3	-6	24	4	0.9	2	-1
O=C(c1ccc(Cl)c(S(=O)(=O)N2CCOCC2)c1)N1CCN(Cc2ccccc2)CC1	1.4	-21	2	-4	12	5	0.9	8	-17
C=CCSc1nc(N)c(C(=O)Nc2ccccc2)cc1C#N	2.3	5	-4	-2	8	-2	-1.7	6	18
C[C@H]1CN([C@@H](C)CO)C(=O)CCCn2cc(nn2)CO[C@@H]1CN(C)S(=O)(=O)c1ccc(C#N)cc1	.	-16	.	-4	-12	3	.	2	.

# (continued)
SMILES,V1R ag counter,CHRM1 antagonist,OXTR potentiate,CHRM1 agonist,TAAR1 antag,CHRM1 PAM,OXTR agonist,TAAR1 agonist,CHO parental Ca
COc1cc(/C=N/NC(=O)C(=O)/C=C2\NC3(CCCC3)Cc3ccccc32)ccc1O,0.0,-4,-2,22*,24,9,-2.4,5,-19
CCCCn1c(N)c(N(CCC(C)C)C(=O)CCCc2nc3ccccc3s2)c(=O)[nH]c1=O,-0.2,-6,-15,-2,-29,4,-0.7,0,-27
CCOc1ccc(NC(=O)C2CCN(C(=O)C3CC(=O)N(c4ccc(C)cc4)C3)CC2)cc1 (stereo not given),0.3,-7,7,-6,-12,4,-0.5,1,-12
CCc1ccc(NC(=O)CN(c2ccc(OC)cc2)S(=O)(=O)c2c(C)nn(C)c2C)cc1,4.8,-14,-14,-1,-7,12,4.4,2,-23
O=C(CCN1CCN(c2ccccc2)CC1)NNC(=O)Cc1ccc(Br)cc1,.,-26,.,-1,-2,7,.,2,.
CCN1C(=O)c2ccc(-c3nc4ccccc4c(=O)o3)cc2C1=O,-0.1,-12,2,-2,-2,6,0.7,1,4
CC(=O)Nc1ccc(Nc2nc(-c3c(C)nc4ccccn34)cs2)cc1,-0.2,14,-15,-4,19,-9,1.1,7,-3
Cn1c(=O)n(Cc2ccccc2)c(=O)c2c1nc(NCC1CCCO1)n2Cc1ccccc1 (stereo not given),0.0,10,-3,-8,0,-8,-1.1,12,-33
CN(c1ccc(OCC(=O)OCC(=O)Nc2ccc(F)cc2)cc1)S(=O)(=O)c1ccc(Cl)cc1,10,13,-7,-3,39,-11,7.5,5,-7
O=C(CSc1nc(=O)n2cc(Cl)ccc2n1)Nc1ccc2c(c1)OCCO2,-1.1,-4,0,-4,2,5,-0.8,-1,-18
Cc1ccccc1OCCC(=O)OCC(=O)NCCc1ccc(S(N)(=O)=O)cc1,1.7,10,-5,0,-18,-2,1.3,7,-6
CCOC(=O)c1cc2c(c(CSc3nc4ccccc4c(=O)n3Cc3ccco3)c1)OCOC2,0.6,-5,1,-4,.,2,0.1,.,-17
CCNC(=O)CCCOc1ccc(Cl)cc1Cl,-0.3,-5,1,-5,13,9,-0.5,7,-4
COc1ccc(NC(=O)Nc2c(SC)nsc2SC)cc1,0.0,-10,-3,-10,5,6,-0.6,5,15
COc1ccc(N(CC(=O)NC2CCCCCC2)S(=O)(=O)c2ccc(C)cc2)cc1OC,0.4,-7,-8,-3,-5,0,-1.4,0,-19
O=C(c1cc([N+](=O)[O-])ccc1N1CCCC1)N1CCCCC1,-0.6,-12,-16,-4,-24,10,-1.7,0,-12
C(=N\Nc1nc(-c2ccccc2)cs1)/c1ccncc1,0.8,-6,-11,-12,1,9,-0.1,3,-15
CC(C)C(NC(=O)c1ccccc1)C(=O)N1CCCCCC1 (stereo not given),0.7,-7,-4,-6,-13,8,0.4,2,4
Cc1ccc(S(=O)(=O)N2CCOC2CNC(=O)C(=O)NCCN2CCOCC2)cc1 (stereo not given),-0.6,-7,-4,-3,-1,8,-0.1,0,4
CC(C)(C)NCC(O)COc1cccc2c1CCC(=O)N2 (stereo not given),0.1,-13,-2,-5,-8,-3,0.8,1,-3
CC(=O)OC1CCC2(C)C(CCC3C2CC(=O)C2(C)C3CC(C3CCCC3=O)C2C(C)=O)C1 (stereo not given),.,-13,.,-2,-9,4,.,-1,.
C=CCN(c1ccccc1OC)S(=O)(=O)c1ccc(Cl)c(C(=O)NCc2ccco2)c1,.,-11,.,-6,-2,4,.,2,.
Cc1cc(NC(=O)CN(C)CC(=O)Nc2ccc(Cl)cc2)no1,0.0,3,-1,-5,17,3,0.6,19,-22
CC(/C=C/c1ccccc1)=N\Nc1nc(C)cc(C)n1,-0.5,-2,1,-8,-3,6,-0.9,5,-15
NC(=O)C1(N2CCCCC2)CCN(Cc2nc(-c3cccs3)no2)CC1,0.3,15,3,-5,-3,-6,1.5,2,-14
CCN(CC)c1ccc(C(=O)OCC(=O)Nc2cc3oc4ccccc4c3cc2OC)cc1,-0.1,-4,-11,-4,-6,3,0.3,5,-6
COc1cc(C(=O)NC(=S)Nc2ccc3oc(=O)ccc3c2)cc(OC)c1OC,4.9,-14,3,-3,-11,6,0.8,8,-10
O=C(c1cc(S(=O)(=O)N2CCN(c3ccccc3)CC2)ccc1Cl)N1CCCC(C(F)(F)F)C1 (stereo not given),4.1,21,-13,3,-6,-6,1.7,4,-3
CCc1cccc(C)c1NC(=O)C1CCN(c2nn3c(=O)cc(C)nc3s2)CC1,0.6,-3,0,-4,-10,5,-0.3,3,-6
O=C(c1ccc(S(=O)(=O)NCC2CCCO2)cc1)N1CCN(c2cccc(Cl)c2)CC1 (stereo not given),.,3,.,-2,33,-4,.,14,.

# Screening results as filed in PubChem.
